Bioassay records: PubChem BioAssay, several laboratories
MBD2 inh – MBD2-methylated oligo binding inhibition. Q9UBB5. TR-FRET, MBD2 binding to methylated oligonucleotide. inhibition, % at 4.4 µM. 370,000 compounds, 0.31% hits; in the data active = inhibition above about 13%
UHRF1 MBD2 ctr – human UHRF1 methylated DNA binding inhibitors. Q96T88. UHRF1 binding to methylated oligo, TR-FRET. inhibition, % at 4.4 µM. 370,000 compounds, 0.75% hits. AID 687016; in the data active = inhibition above about 21%;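 note: UHRF1 SRA domain binding a hemimethylated CpG hairpin DNA probe; 0% = median of test compound wells and 100% = reference inhibitor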
TCR-CD3 inh – inhibitors of human TCR-CD3 interaction; inhibition, % at 9.4 µM; AID 651800; TAMRA-labeled TCR probe fluorescence, biochemical; 360,000 compounds, 0.37% hits; in the data active = inhibition above about 19%;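 note: recombinant mutant TCR 2C K166C tagged with TAMRA read by polarization; 0% = receptor in buffer alone and 100% = receptor with positive control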
Rev-erbA mod – modulators of human Rev-erb alpha DNA binding | P20393 | Rev-erbα–FITC-DNA binding, fluorescence polarization, 90 min | activity, % at 10 µM | 370,000 compounds, 0.79% hits | AID 1259318;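 active = activity above about 14%, limit read from the data; passing the limit was not always enough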;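 note: 0% = DMSO wells with 35 nM protein and 100% = DMSO wells with 750 nM protein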
rCAG binder – r(CAG) repeat RNA binding; TO-PRO-1 dye displacement fluorescence; inhibition, % at 3 µM; 370,000 compounds, 1.3% hits; AID 651821;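 active = inhibition above the plate cutoff, the mean of all test compounds on that plate plus 3 SD, cut at about 35% in these data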;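 note: 0% = DMSO alone and 100% = 100 µM mitoxantrone as full dye displacement; higher means more dye released from RNA so lower well fluorescence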
PRMT1 FP inh – PRMT1 (human) inhibition, primary screen; Q99873; recombinant PRMT1, activity-based probe fluorescence polarization; inhibition, % at 2.79 µM; 370,000 compounds, 1.3% hits; AID 652257;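 active = inhibition above about 21% made by adding two undisclosed values, limit read from the data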
PG9 binder – PG9 antibody binding by small molecule; TR-FRET gp120-PG9 antibody binding; inhibition, % at 6.7 µM; 360,000 compounds, 0.43% hits; AID 624416; in the data active = inhibition above about 8.5%
mABHD4 FP – ABHD4 (mouse) inhibition, primary FP screen; Q8VD66; purified mABHD4, FP-Rh probe fluorescence polarization; inhibition, % at 8.92 µM; 370,000 compounds, 0.54% hits;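 active = inhibition exceeding the mean over every tested compound plus 3 SD, cut at about 30% in these data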;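 note: 0% = plate median of compound wells and 100% = S159A mutant with DMSO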
Target sequence (Q8VD66 whole entry, looked up): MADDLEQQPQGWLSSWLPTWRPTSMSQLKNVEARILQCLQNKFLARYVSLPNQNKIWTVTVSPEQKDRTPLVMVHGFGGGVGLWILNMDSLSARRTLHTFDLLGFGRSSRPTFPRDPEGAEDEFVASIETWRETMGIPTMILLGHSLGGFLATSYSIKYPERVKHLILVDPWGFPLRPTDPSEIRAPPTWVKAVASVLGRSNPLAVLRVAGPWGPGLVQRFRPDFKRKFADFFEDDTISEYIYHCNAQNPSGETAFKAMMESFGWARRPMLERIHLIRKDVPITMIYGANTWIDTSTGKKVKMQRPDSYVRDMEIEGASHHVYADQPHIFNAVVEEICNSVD
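Test system: mouse ABHD4 enzyme, wild type. Reagent: FP-Rh fluorescent activity-based probe, added after compound pre-incubation. Timing: pre-incubation 45 min, probe exposure 60 min, at 25 °C. Technique: FP readout, ex 525 nm / em 598 nm. Benchmarks: high control S159A mutant with DMSO, low control median of compound wells.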
LEDGF integ inh – blocks HIV-1 LEDGF/p75-dependent DNA integration; 370,000 compounds, 0.64% hits; inhibition, % at 3.7 µM; TR-FRET IN-LEDGF/p75 DNA integration, Eu/Cy5;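 active = inhibition above the screen-wide mean plus 3 SD, cut at about 13% in these data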;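 note: signal is the Cy5 over europium emission ratio at 671 and 618 nm; 0% = plate median of compound wells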
HTRA1 inhibitor – blocks human HTRA1 serine peptidase. Q92743. inhibition, % at 5.96 µM. recombinant HTRA1, FP-rhodamine activity-based probe, fluorescence polarization. 340,000 compounds, 0.5% hits; in the data active = inhibition above about 36%;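 note: 0% = enzyme with DMSO and 100% = wells lacking enzyme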
Target sequence (Q92743 whole entry, looked up): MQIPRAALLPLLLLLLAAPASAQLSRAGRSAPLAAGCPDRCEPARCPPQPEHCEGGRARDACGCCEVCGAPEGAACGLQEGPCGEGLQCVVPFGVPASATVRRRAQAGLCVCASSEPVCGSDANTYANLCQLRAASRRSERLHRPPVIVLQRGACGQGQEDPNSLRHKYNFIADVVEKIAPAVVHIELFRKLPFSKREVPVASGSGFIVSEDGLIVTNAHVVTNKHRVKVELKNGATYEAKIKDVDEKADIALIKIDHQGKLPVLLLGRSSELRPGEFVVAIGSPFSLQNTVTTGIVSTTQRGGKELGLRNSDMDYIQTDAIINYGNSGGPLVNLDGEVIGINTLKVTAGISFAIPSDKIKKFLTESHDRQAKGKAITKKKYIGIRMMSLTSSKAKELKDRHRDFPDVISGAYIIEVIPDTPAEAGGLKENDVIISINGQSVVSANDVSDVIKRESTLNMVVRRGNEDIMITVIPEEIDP
Numbers without * were called inactive; nt = no result given. Some of the compounds tested. The share of hits here may be higher or lower than overall.

Screens in order – MBD2 inh	UHRF1 MBD2 ctr	TCR-CD3 inh	Rev-erbA mod	rCAG binder	PRMT1 FP inh	PG9 binder	mABHD4 FP	LEDGF integ inh	HTRA1 inhibitor
CCN(C(=O)COC(=O)/C(C#N)=C/c1ccc(OC)cc1)C1CCS(=O)(=O)C1 (stereo unspecified)
 : 3	-1	6	-2	0	-2	0.7	0	2	-2
Cc1cccc(NC(=O)/C=C/c2ccc([N+](=O)[O-])s2)c1
 : 1	-4	3	0	2	-3	-3.5	2	0	-9
CCN(CC)Cc1c(CC(C)C)oc(C)c1C(=O)O
 : -1	6	-5	-7	0	4	1.3	9	0	0
Cc1nc2ccccc2c(N)c1C(=O)/C=C/c1ccccc1
 : 2	-2	-3	5	0	7	-1.0	-8	-1	-7
CCOC(=O)c1sc(N=NC2=C(O)CC(C)(C)CC2=O)c(C(=O)OCC)c1C
 : 3	0	2	7	-1	0	0.8	-5	-6	6
CC(=NCc1ccco1)c1c(C(F)(F)F)[nH]n(-c2nc3ccccc3s2)c1=O
 : 0	-3	4	-3	9	-2	0.3	-10	1	-1
O=C(C[C@@H]1C/C=C\C[C@H](Cc2ccc(F)cc2)C(=O)OC[C@H]2CCCN2C1=O)NCCO
 : -7	2	-8	5	1	-2	1.0	-7	8	0
COc1ccc(NC(=O)N2CCCC2C(=O)NCc2cccs2)cc1 (stereo unspecified)
 : 2	0	5	3	2	-1	0.2	1	2	-6
O=C(NCc1ccccc1F)C1CCCN1C(=O)NC1CCCCC1 (stereo unspecified)
 : 7	6	0	-1	-3	-1	0.7	2	0	-1
CC(C)CN(C(=O)Cn1c(C(F)(F)F)nc2ccccc21)c1c(N)n(Cc2ccccc2)c(=O)[nH]c1=O
 : -7	-5	7	10	0	1	1.0	0	-1	-8
CCCCNC(=S)N=Nc1c(O)[nH]c2ccccc12
 : -7	2	3	6	9	1	-4.5	1	-1	-10
O=C(NCCN1CCOCC1)c1ccc2c(c1)N(Cc1ccccc1F)C(=O)c1ccccc1S2(=O)=O
 : -1	2	-2	-26	2	2	-0.1	9	-8	12
Cc1cc(C)c2c(n1)SCC(=O)N2CC(=O)Nc1cc(F)ccc1F
 : 0	1	2	0	2	-2	-0.1	0	4	3
CCc1nn(C(C)C(=O)N2CCN(c3ccccc3)CC2)c(=O)c2cc3occc3n12 (stereo unspecified)
 : -2	2	0	5	-3	1	-0.6	0	1	-4
CCN(CC)C(=O)c1sc(NC(=O)Cc2cccs2)c(C#N)c1C
 : 2	-4	3	-2	-4	-3	-1.1	-4	0	-1
O/N=C/c1cn(-c2ccc(Cl)cc2)nn1
 : -1	-3	-3	7	-1	-1	-0.8	5	-4	nt
CC(=O)Nc1ccc(OCC=C(Cl)Cl)cc1
 : -4	2	0	3	-2	-2	-1.2	-2	1	-2
CCOCc1c(C(=O)Nc2ccc3nc(N4CCOCC4)sc3c2)oc2ccccc12
 : -4	2	-6	3	16	-5	-0.2	-8	10	-24
O=C1C2C(C(=O)N1/N=C/c1cc(Br)cc([N+](=O)[O-])c1O)C1C=CC2C12CC2 (stereo unspecified)
 : -1	-2	-1	8	8	5	-0.6	8	6	11
O=c1c2ccccc2nc(-c2ccco2)n1Cc1ccccc1
 : 2	-4	1	1	8	-2	0.1	-5	-2	4
Cc1ccc(NS(=O)(=O)c2ccc(NC(=O)c3ccccc3C(=O)O)cc2)c(C)c1
 : 0	0	1	-3	1	-3	-1.4	0	4	1
CCOC(=O)C1CCN(c2c(NCCCN(CC)c3ccccc3)c(=O)c2=O)CC1
 : 5	-2	6	-2	-7	-1	-1.5	4	1	4
Cc1cc(C(=O)NC2CC(C)(C)Cc3c2cnn3-c2ccc(F)cc2)no1 (stereo unspecified)
 : 0	2	-1	2	-9	-4	-2.2	2	-1	-8
COC(=O)c1c[nH]n2c(=O)c(C(C)C)c(C)nc12
 : -6	-1	-6	-4	2	1	-0.8	10	-2	0
COc1cc(C2C(C(C)=O)=C(C)Nc3ncnn32)ccc1O (stereo unspecified)
 : 1	-5	5	0	-2	3	-0.2	1	0	2
Cc1ccc2nc3c(cc2c1)c(NC(=O)c1ccco1)nn3CC(C)C
 : 2	7	0	-1	-2	-1	-1.9	2	-4	-18
CCOc1ccccc1NC(=O)CSc1ccc(-c2ccco2)nn1
 : -4	-2	4	-2	10	25*	-3.3	10	1	-3
Cc1cccc(NCc2ccccc2O)c1
 : -4	1	1	1	4	-1	-0.4	6	-2	3
Cc1ccc2nc(-c3cccc(Br)c3)c(Cc3cccc(Cl)c3)n2c1
 : -3	13	-3	0	7	-3	-0.5	-7	-2	nt
CCOC(=O)CSc1nc(C)cc(Oc2ccc(=O)n(C)n2)n1
 : 2	0	0	-4	0	2	0.2	1	-5	-5
Cc1ccc(S(=O)(=O)N(Cc2ccc(C(F)(F)F)cc2)C(=O)N2CCN(C)CC2)cc1
 : -3	-1	-2	-2	-2	1	1.9	4	-2	2
O=C(CSc1nccc(=O)[nH]1)Nc1ccc(Oc2ccccc2)cc1
 : 3	5	-5	0	10	0	-0.3	1	3	-10
NS(=O)(=O)c1ccc(CCNC(=O)c2nc(CS(=O)(=O)c3ccc(Cl)cc3)no2)cc1
 : 1	0	13	2	11	-2	-0.9	-2	-1	-2
CC1=CC(c2ccccc2)n2nc(N3C(=O)C4CC=CCC4C3=O)nc2N1 (stereo unspecified)
 : -1	0	0	-4	8	-3	-1.1	2	1	-2
O=C(c1ccc(F)c(F)c1)N1CCCc2ccccc21
 : 0	-1	7	6	-3	0	-1.7	-5	1	5
COCCn1c(=NC(=O)CSC(C)=O)sc2cc(OC)ccc21
 : -4	2	1	0	0	-1	-0.9	-10	4	1
CCc1sc(NC(=O)c2cc3ccccc3oc2=O)nc1-c1cccs1
 : -4	-4	0	2	3	-1	1.1	0	0	-4
Cc1cc(NC(=O)CCC(=O)N(c2ccccc2)C2(C(=O)NC3CCCCC3)CCCC2)no1
 : -4	0	2	-4	1	-2	0.9	-4	-5	-4
Cc1ccc2cc(CN(CCN3CCCC3)C(=O)Nc3ccc(F)cc3)c(=O)[nH]c2c1C
 : 3	-2	-6	2	4	-3	0.1	3	-1	-23
COc1ccccc1N1CCN(C(=O)C2CC=CCC2C(=O)O)CC1 (stereo unspecified)
 : 4	2	-5	-2	3	0	-0.1	-3	2	1
C#CCSc1nc2[nH]ncc2c(=O)[nH]1
 : 0	0	9	5	2	-1	-2.2	-2	3	6
Cc1ccc(CC(=O)Nc2ccccc2-c2ccccc2)cc1C
 : 2	1	-4	6	-6	0	1.1	-6	-3	-23
Cc1ccc(S(=O)(=O)Cc2ccc(C(=O)N3CCCC3)o2)cc1
 : 5	-1	5	7	1	0	-3.5	-2	3	-1
CC(C)(C)NC(=O)C(Cc1ccccc1)NS(=O)(=O)c1ccc2c(c1)CCC(=O)N2 (stereo unspecified)
 : 2	-1	6	0	0	0	0.0	0	0	-3
N#Cc1cccc(NC(=O)OCCCN2CCC3(CCCCC3)C2=O)c1
 : -3	2	nt	-1	-2	-2	nt	-3	2	nt
COc1ccc(-c2csc(Nc3ncccn3)n2)cc1C
 : 5	3	-2	-4	-1	5	0.2	5	-3	4
Cc1cc(=O)[nH]c2c1cnn2Cc1ccccc1
 : -2	1	3	-6	5	-4	-0.9	0	-2	1
Cc1cccc(NC(=O)CSc2nc3ccccc3nc2N2CC(C)OC(C)C2)c1 (stereo unspecified)
 : 2	-1	3	11	2	-2	0.3	5	2	-27
Cc1ccc(NC(=O)c2cccc(C(=O)OC(C)C)n2)c(Br)c1
 : 0	0	3	-4	1	1	-1.9	-2	1	-1
CC(=O)N1CCc2cc(S(=O)(=O)CCC(=O)Nc3ccc4c(c3)OCCO4)ccc21
 : 2	-3	0	-5	4	-2	-1.3	3	-2	4
CCOC(=O)C1CCCN(C(c2ccccn2)c2c(C)[nH]c3ccccc23)C1 (stereo unspecified)
 : -4	1	-7	0	-2	1	-0.5	2	-1	7
COc1ccc(-n2cc(-c3ccccc3)[nH]c2=S)c(OC)c1
 : -3	1	-6	6	9	20	-0.1	3	-3	4
Cc1ccc(-c2csc(NC(=S)NC(=O)/C=C/c3ccco3)n2)cc1
 : 1	-1	6	0	38*	2	-1.0	4	-1	-18
O=C(Nc1cccnc1N1CCOCC1)c1cccs1
 : -2	4	0	-2	0	0	1.6	8	-5	-1
CCOc1cc(C2NC(=O)NC(C)=C2C(=O)OCc2ccccc2)ccc1O (stereo unspecified)
 : 3	2	-1	-3	-1	1	-1.0	-3	2	-5
COC(=O)c1nn(-c2ccc(OC)cc2)c(=O)cc1Oc1ccccc1
 : -1	1	-1	-4	-7	-1	-2.9	0	4	-3
CCOc1ccc(N(CC(=O)Nc2ccc(F)c(F)c2)S(=O)(=O)c2c(C)noc2C)cc1
 : 0	2	-1	-8	0	2	-1.1	-4	-2	-6
CCOc1ccccc1NC(=O)C1COc2ccccc2O1 (stereo unspecified)
 : -2	2	-15	5	-3	0	-1.6	0	-2	-16
O=C(c1cccc(-n2cccc2)c1)N1CCN(S(=O)(=O)c2c(F)cccc2F)CC1
 : 3	2	-3	-3	4	3	0.8	-7	1	-11
N#Cc1cccc(NC(=O)CN2C(=O)NC3(CCCCCC3)C2=O)c1
 : 3	-1	5	1	3	0	-0.9	0	-2	1

PRMT1 FP inh, entries above that show a hit.
Molecule	MBD2 inh	UHRF1 MBD2 ctr	TCR-CD3 inh	Rev-erbA mod	PRMT1 FP inh	PG9 binder	mABHD4 FP	LEDGF integ inh	HTRA1 inhibitor
CCOc1ccccc1NC(=O)CSc1ccc(-c2ccco2)nn1	-4	-2	4	-2	25*	-3.3	10	1	-3

New compounds follow.
Screens in order – MBD2 inh	UHRF1 MBD2 ctr	TCR-CD3 inh	Rev-erbA mod	rCAG binder	PRMT1 FP inh	PG9 binder	mABHD4 FP	LEDGF integ inh	HTRA1 inhibitor
O=C(Nc1nncs1)C(Sc1ccccc1)c1ccccc1 (stereo unspecified)
 : -1	0	-4	3	0	2	0.8	6	2	-8
COc1ccc(C(=O)NC(C)Cc2cnccn2)cc1OC1CCN(C(C)C)CC1 (stereo unspecified)
 : -9	-4	7	0	-4	-4	-1.0	-3	-2	0
Oc1c(Cl)cc(CN2CCOCC2)c2cccnc12
 : -5	-7	9	9	4	3	-3.2	6	-3	41*
CCc1ccc(N(C(=O)c2snc(C(N)=O)c2N)C(C(=O)NCCC(C)C)c2c[nH]c3ccccc23)cc1 (stereo unspecified)
 : -1	-3	-1	-2	3	-1	-0.6	-3	-1	3
C=CCSc1nnc(NC(=O)C2CC(=O)N(Cc3ccc(C)cc3)C2)s1 (stereo unspecified)
 : 5	10	3	-3	9	1	0.6	11	-8	3
Cc1ccc2c(c1)C(c1ccccc1)N(C(=O)C(C)C)CC(=O)N2 (stereo unspecified)
 : 0	0	12	-2	0	1	0.5	-2	5	0
Cc1ccc(S(=O)(=O)N(C)/N=C/c2ccc(N(C)C)cc2)cc1
 : -1	-1	2	-5	-4	3	-3.3	0	5	3
COc1ccc(NC(=O)COc2cccc(C(F)(F)F)c2)cn1
 : -3	-2	1	1	-15	9	-1.6	-2	3	-2
Cc1ccc(OCCNC(=O)c2ccccc2SCC(=O)N2CCCC2)cc1
 : -6	2	1	1	-7	2	2.5	-2	2	-5
CCCc1nc2oc3c(NCCN(C)C)ncnc3c2c2c1CCCC2
 : 2	3	1	-3	9	1	-0.4	1	-5	0
Cc1ccc(NC(=O)CSc2nnc(Cc3ccccc3)o2)cc1
 : 4	0	-4	2	1	3	0.8	-2	4	0
